Screens (PubChem BioAssay)
CCHFV vOTU inh: blocks the CCHF virus ovarian tumor domain protease. CCHFV vOTU protease, Pep-AMC fluorescence. inhibition, % at 11.5 µM. 370,000 compounds, 0.55% hits. AID 651958; in the data active = inhibition above about 30%; note: 0% = vehicle wells with enzyme and 100% = no enzyme wells
MazF activator: activators of E. coli MazEF toxin-antitoxin RNase; FAM/BHQ RNA-DNA oligo cleavage fluorescence, 5 h; activation, % at 20 µM; P0AE70; 350,000 compounds, 0.32% hits; in the data active = activation above about 50%
Target sequence (P0AE70 whole entry, looked up): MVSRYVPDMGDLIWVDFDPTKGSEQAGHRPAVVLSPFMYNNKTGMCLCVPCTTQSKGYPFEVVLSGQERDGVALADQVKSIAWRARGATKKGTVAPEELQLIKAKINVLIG
Y pestis TopoI: inhibitors of Yersinia pestis topoisomerase I; Y. pestis Topo-I cleavage product accumulation, plate reader; 360,000 compounds, 0.064% hits; AID 504884; activity, % at 10 µM; in the data active = activity above about 50%, passing the limit was not always enough; note: inactives centre near 2
VHR inh abs: blocks human VHR1 dual specificity phosphatase | P51452 | recombinant VHR phosphatase, pNPP absorbance | inhibition, % at 13.3 µM | 290,000 compounds, 0.52% hits | AID 1654; in the data active = inhibition above about 50%; note: some compounds called inactive have numbers as strong as hits
Target sequence (P51452 whole entry, looked up): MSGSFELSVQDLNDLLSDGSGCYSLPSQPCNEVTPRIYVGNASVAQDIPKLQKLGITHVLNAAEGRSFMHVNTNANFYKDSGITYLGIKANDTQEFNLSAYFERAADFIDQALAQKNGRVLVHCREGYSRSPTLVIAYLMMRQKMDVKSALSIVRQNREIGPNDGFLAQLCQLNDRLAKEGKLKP
SARS 3CLpro inh: SARS-CoV 3CLpro protease inhibition. recombinant SARS-CoV 3CLpro, quenched FRET peptide cleavage. inhibition, % at 6 µM. 290,000 compounds, 0.14% hits; in the data active = inhibition above about 12%
PriA SSB inh: inhibitors of Klebsiella pneumoniae PriA binding to SSB C-terminal tail; AlphaScreen SSBct-PriA binding, biotinylated peptide; inhibition, % at 33 µM; 430,000 compounds, 0.6% hits; in the data active = inhibition mostly above about 37%, no sharp cut-off; inactive = mostly below about 20%;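 note: plate controls were negative control peptide for no effect and reference peptide for full effect; strong numbers were not always called active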
Vc quorum ag: inducers of Vibrio cholerae quorum light production without autoinducers. V. cholerae BH1578 lux reporter, luminescence, 6 h. activation, % at 18.7 µM. 350,000 compounds, 0.16% hits; in the data active = activation mostly above about 9.7%, no sharp cut-off; note: not every result past the cut was called active; inactives centre near 0; reference of the scale not given here
PrPC TRFRET: reduces human prion protein on the cell surface; inhibition, % at 13.8 µM; cell surface PrPC, TR-FRET read-out; 370,000 compounds, 0.43% hits; P04156; in the data active = inhibition above about 24%; note: 0% = median of the test wells and 100% = reference compound wells
Rv3671c inh: Rv3671c (M. tuberculosis) protease inhibition. P9WHR9. inhibition, % at 5.96 µM. 320,000 compounds, 0.048% hits; in the data active = inhibition above about 38%;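 note: extracellular domain of Rv3671c used as enzyme; 0% = enzyme with DMSO and 100% = no enzyme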
Target sequence (P9WHR9 whole entry, looked up, the tested form may be a part): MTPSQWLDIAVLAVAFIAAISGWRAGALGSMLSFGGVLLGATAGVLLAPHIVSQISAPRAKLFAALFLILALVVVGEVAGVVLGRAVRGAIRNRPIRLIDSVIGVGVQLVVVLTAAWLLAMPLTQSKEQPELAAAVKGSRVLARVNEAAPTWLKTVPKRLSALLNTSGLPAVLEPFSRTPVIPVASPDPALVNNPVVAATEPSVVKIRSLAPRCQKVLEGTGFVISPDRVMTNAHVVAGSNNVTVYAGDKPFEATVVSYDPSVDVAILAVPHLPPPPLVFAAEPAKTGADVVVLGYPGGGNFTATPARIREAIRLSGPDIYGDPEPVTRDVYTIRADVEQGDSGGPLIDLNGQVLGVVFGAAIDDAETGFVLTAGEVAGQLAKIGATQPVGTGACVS
TcdB inh: TcdB glycohydrolase inhibition; P18177; TcdB glycohydrolase enzymatic assay, plate reader; inhibition, % at 9.99 µM; 350,000 compounds, 0.24% hits; in the data active = inhibition above about 10%
The depositor's hits bear a star; i = inactive; x = no result given; & = joins results of further samples. These rows are one share of the data; the hit share may differ from the screen's.

entry	SMILES	SARS 3CLpro inh	TcdB inh	Y pestis TopoI	Rv3671c inh	CCHFV vOTU inh	PrPC TRFRET	VHR inh abs	Vc quorum ag	PriA SSB inh	MazF activator
1	COc1ccc(CN2CCNC(=O)C2CC(=O)NCCc2c[nH]c3ccccc23)c(OC)c1 (stereo unspecified)	1.7	0.1	2.5	-1.7	-2.2	4.2	13.8	0.4	-21.1	-0.6
2	O=C(Cc1ccccc1)NC(Nc1ccccc1)C(Cl)(Cl)Cl (stereo unspecified)	0.2	x	-1.7	-1.8	5.0	-1.5	21.3	i	-24.3	1.7
3	NC(=O)C1CCN(c2oc(-c3ccccc3F)nc2S(=O)(=O)c2ccc(Cl)cc2)CC1	3.5	x	12.3	-0.6	5.0	-0.5	6.0	i	-10.6	6.2
4	CCCNC(=O)c1n[nH]c2c1CC(C(C)(C)CC)CC2 (stereo unspecified)	x	-7.9	22.8	0.9	15.2	3.6	x	-0.3	-7.2	1.4
5	CCc1ccc2[nH]c(=O)c(C(c3nnnn3CCOC)N3CCN(c4ccccc4)CC3)cc2c1 (stereo unspecified)	2.9	x	10.0	11.4	5.8	1.7	28.7	-1.4	-6.5	-0.1
6	O=C(C(c1ccccc1)c1ccccc1)N1CCN(Cc2ccco2)CC1	-1.3	2.0	13.8	12.5	-11.8	3.4	8.8	-10.0	4.4	3.4
7	Cc1c(C(=O)OCC(C)C)[nH]c2c1C(=O)CC(c1cccs1)C2 (stereo unspecified)	4.3	x	-1.2	-10.5	15.9	10.7	4.5	i	-5.5	-7.9
8	CCOC(=O)CC1=C(C(=O)OCC)C(c2cccs2)C(C#N)=C(N)O1 (stereo unspecified)	-2.9	x	1.1	-0.1	9.8	-0.8	7.2	i	-5.9	4.2
9	O=S(=O)(c1cccc(S(=O)(=O)N2CCN(c3ncccn3)CC2)c1)N1CCOCC1	-4.3	x	9.2	0.9	9.2	1.5	8.8	-0.2	3.4	2.4
10	O=S1(=O)N=C(N/N=C/c2ccccn2)c2ccccc21	-2.1	x	3.1	-7.4	14.5	-4.3	12.7	-0.3	x	-1.4
11	COc1ccc2[nH]c(=O)c(CN(C3CCCCC3)C(c3nnnn3Cc3ccco3)C(C)C)cc2c1 (stereo unspecified)	4.3	x	2.2	-6.6	x	x	11.3	i	-0.2	-4.8
12	O=C(NC(=S)Nc1nc(-c2cccc([N+](=O)[O-])c2)cs1)c1ccccc1Cl	-0.4	1.3	-12.2	-3.9	9.1	-7.1	10.8	-0.2	-14.2	-14.3
13	Cc1ccc(NC(=O)CN(C)C2CCCCC2)cc1Br	4.0	0.3	18.4	3.0	4.5	-3.1	10.3	i	-22.4	-2.4
14	Cc1c(O)ccc2c(O)c(NC(=O)c3ccc4c(c3)CCC(C)(C)O4)c(=O)oc12	4.7	-0.6	5.1	3.0	-8.6	-0.5	26.9	-2.2	-9.9	11.4
15	Cc1ccc(NC(=O)c2ccco2)c(NC(=O)c2ccccc2C)c1	-2.7	1.3	3.7	-7.9	-0.6	-10.8	-11.2	-0.3	3.3	6.9
16	Cc1occc1-c1nnc(SCC(=O)c2ccc(F)cc2)o1	-7.4	x	2.1	-5.4	2.7	6.3	31.3	x	-21.7	-2.1
17	O=C(NC1CCCCC1)NC1CCN(S(=O)(=O)c2ccc3c(c2)OCCO3)CC1	-3.1	x	4.8	-0.2	-0.8	-0.1	22.2	-0.3	-6.6	-8.6
18	Cc1ccc(S(=O)(=O)c2c(C)cc(C)nc2Cl)cc1	-1.0	x	9.7	4.7	14.3	-2.3	-0.9	0.2	-3.7	3.5
19	COc1ccc(N(S(=O)(=O)c2ccccc2)S(=O)(=O)c2ccccc2)c(N)c1	x	1.2	10.9	-8.5	5.4	8.6	x	i	7.4	32.0
20	O=c1[nH]c(C2CCCN(S(=O)(=O)c3ccccc3)C2)nc2c1nnn2Cc1ccccc1F (stereo unspecified)	-0.5	x	38.4	-12.3	11.0	2.9	8.8	4.7	-2.1	2.5
21	c1ccc(-c2nnc(OCc3cccnc3)c3ccccc23)cc1	-0.2	0.8	25.4	2.2	-4.5	-5.1	24.7	i	-1.4	7.8
22	C[C@H](CO)N1C[C@H](C)[C@@H](CN(C)C(=O)c2ccc(F)cc2)Oc2cc(Br)ccc2S1(=O)=O	x	0.5&2.5	17.7	x	2.6	-1.0	x	-0.7	x	-21.1
23	O=c1[nH][nH]c(-c2ccccc2O)c1C(C[N+](=O)[O-])c1cccc(Cl)c1 (stereo unspecified)	-0.3	-1.3	0.5	-5.7	11.4	-6.7	-6.7	-3.4	-16.7	-7.0
24	CCC(Sc1nc2ccccc2[nH]1)C(=O)Nc1ccc(NC(C)=O)cc1 (stereo unspecified)	0.6	0.9	-7.5	-0.1	0.0	-2.3	1.4	0.0	-13.8	2.1
25	COCCCn1c(SCc2nnc(-c3ccc(OC)c(OC)c3)o2)nc2ccccc2c1=O	0.6	x	1.8	-1.3	8.8	-4.3	0.0	-4.2	-7.3	-2.8
26	CCOC(=O)N(C)c1c(CC)nc2c(OCc3ccccc3)cccn12	x	2.3	2.6	x	-1.1	9.2	x	-0.1	x	x
27	CNC(=O)NC(=O)C(C)Oc1ccccc1F (stereo unspecified)	4.1	1.3	5.3	-3.8	4.6	2.6	18.5	i	-14.4	0.8
28	CCO[C@H]1OC(C(=O)NCc2ccccc2)=C[C@@H](C(C)(C)C)[C@@H]1CCCO	x	-1.0&1.3	8.5	-7.9	13.9	4.0	x	-5.9	-12.2	3.6
29	CCn1c(SCC(=O)NNC(=O)c2ccccc2)nnc1-c1ccco1	-4.2	0.2	-9.7	-6.3	-6.8	0.2	-0.2	-0.8	0.7	3.7
30	CSc1nccc(-c2c(-c3ccc(Cl)cc3)noc2C)n1	1.1	1.8	14.4	5.0	4.2	9.9	1.4	i	-1.1	7.1
31	CCNC(=O)C1CCCN(C(=O)c2ccc(C(=O)OC)cc2)CC1 (stereo unspecified)	x	1.5	-0.1	x	-13.5	1.7	x	i	x	x
32	Cc1ccc(C2CC(c3ccc(Br)cc3)=NN2C(=O)CSC2=NN3CCCC(=O)N=C3S2)cc1 (stereo unspecified)	2.8	2.5	14.0	-1.2	3.8	-2.7	1.8	i	-14.8	-5.1
33	O=C(CSc1nnc(-c2ccccn2)o1)Nc1ccccc1C(F)(F)F	0.3	-3.5	5.9	-3.8	0.2	-6.8	22.4	-0.2	-2.2	8.9
34	COc1cccc(N2CCN(C(=O)c3ccc(-c4ccccc4)cc3)CC2)c1	7.5	-0.2	18.4	0.8	2.2	-4.5	1.2	-0.3	2.3	-6.8
35	O=C(Nc1ccc(Cl)cc1)c1ccc(OC2CSC2)cc1	1.1	4.1	4.4	-5.4	-8.8	3.0	21.9	-1.9	-3.7	6.5
36	CN(C)c1ccc(NC(=S)c2ccccn2)cc1	3.7	-1.8	3.3	-8.9	-7.5	-4.5	1.3	0.3	64.3	0.7
37	O=C(c1cnccn1)N(c1ccccc1)C1(C(=O)NC2CCCCC2)CCCCC1	0.5	x	0.9	6.4	5.6	-8.3	15.1	-0.3	-1.0	-2.9
38	O=C1CC(c2cccc(Cl)c2)CC(O)=C1C=Nc1ccccc1 (stereo unspecified)	4.8	x	4.3	-4.1	-4.7	2.4	2.9	i	-19.0	-4.4
39	Cc1ccc(C(=C2C3C=CC2C2C(=O)NC(=O)C32)c2ccc(C)cc2)cc1 (stereo unspecified)	5.8	x	4.0	9.3	x	x	10.7	i	-1.1	5.8
40	COc1ccc(CN2CCNC(=O)C2CC(=O)NC2CC(C)(C)CC(C)(C)C2)cc1OC (stereo unspecified)	-1.6	1.0	1.5	2.0	7.4	-5.1	9.2	-0.6	4.8	4.8
41	Cn1cc(S(=O)(=O)NCc2ccc(Cl)cc2)c(=O)n(C)c1=O	-0.2	-0.5	0.8	-0.1	13.1	-4.4	12.7	-0.6	-6.0	-2.4
42	CCOC(=O)c1ccc(NC(=O)c2nc[nH]c2C(=O)N2CCc3ccccc3C2)cc1	x	-5.2	-4.3	-6.9	-1.4	4.1	-0.7	-4.3	-6.1	8.9
43	COc1ccc(N=Nc2ccc(O)c(P(=O)(c3ccccc3)c3ccccc3)c2)cc1	-5.9	0.3	4.6	3.3	1.4	-2.3	20.1	-0.4	-0.3	-11.8
44	COc1ccccc1N1CCN(/N=C/c2ccc(Cl)c([N+](=O)[O-])c2)CC1	2.0	0.8	-3.4	3.8	7.7	-10.2	0.3	-1.7	x	-18.0
45	N#CC1=C(N)NC(=S)C(C(N)=O)C1c1ccccc1F (stereo unspecified)	-3.7	-9.7	-1.2	-11.3	3.9	2.4	0.4	0.6	-8.2	-8.9

Four entries already listed, arranged by SMILES length, ascending:
entry	SMILES	SARS 3CLpro inh	TcdB inh	Y pestis TopoI	Rv3671c inh	CCHFV vOTU inh	PrPC TRFRET	VHR inh abs	Vc quorum ag	PriA SSB inh	MazF activator
35	O=C(Nc1ccc(Cl)cc1)c1ccc(OC2CSC2)cc1	1.1	4.1	4.4	-5.4	-8.8	3.0	21.9	-1.9	-3.7	6.5
38	O=C1CC(c2cccc(Cl)c2)CC(O)=C1C=Nc1ccccc1 (stereo unspecified)	4.8	x	4.3	-4.1	-4.7	2.4	2.9	i	-19.0	-4.4
31	CCNC(=O)C1CCCN(C(=O)c2ccc(C(=O)OC)cc2)CC1 (stereo unspecified)	x	1.5	-0.1	x	-13.5	1.7	x	i	x	x
33	O=C(CSc1nnc(-c2ccccn2)o1)Nc1ccccc1C(F)(F)F	0.3	-3.5	5.9	-3.8	0.2	-6.8	22.4	-0.2	-2.2	8.9

Remaining list, next part.
entry	SMILES	SARS 3CLpro inh	TcdB inh	Y pestis TopoI	Rv3671c inh	CCHFV vOTU inh	PrPC TRFRET	VHR inh abs	Vc quorum ag	PriA SSB inh	MazF activator
46	O=C(CCNC(=O)c1ccco1)Nc1ccc(OC(F)(F)F)cc1	-1.4	-1.6	7.6	-1.2	0.8	8.1	-3.8	-4.5	-2.3	8.9
47	COc1c2occc2cc2ccc(=O)oc12	-4.3	0.1	1.1	-3.0	-7.3	1.9	1.8	-0.3	-4.0	-3.0
48	CN(C)c1ccc(/C=C/c2nc3ccccc3c(=O)n2-c2ccc(C(=O)O)cc2)cc1	-25.9	-0.3	25.2	-13.2	13.5	-1.2	9.5	-0.1	-20.4	-163.3
49	Cc1ccc(NC2CCCCC2NS(=O)(=O)c2ccccc2)c(C)c1 (stereo unspecified)	3.9	0.3	14.9	4.4	21.0	16.5	-14.4	i	14.8	7.0
50	COc1ccc(/C=N/NC(=S)N[C@H]2CC3CCC2C3)cc1 (stereo partly specified)	-1.9	1.3	-0.8	-6.8	8.8	8.3	26.9	-0.4	x	3.6
51	Cc1nc(C)c(Oc2cccc(C(F)(F)F)c2)c(=O)[nH]1	-1.0	1.6	5.7	6.8	-11.0	-1.2	30.7	0.6	-16.0	10.1
52	CC(/C=C/c1ccco1)=N\NC(=O)c1cc(Cl)ccc1O	2.7	0.9	-13.6	14.7	-13.3	-6.4	6.3	-0.3	x	-6.8
53	O=C(COc1ccccc1)NCC(=O)NC1CCCCC1	-1.0	0.0	1.6	11.5	-9.7	-5.8	30.1	i	0.7	-3.0
54	O=C(c1ccccc1NS(=O)(=O)c1ccc(F)cc1F)N1CCCCC1	x	1.5	5.3	4.0	-8.7	1.1	x	-0.8	-18.5	7.0
55	CC1(C(=O)NCC2CCCCC2)CCN1C(=O)Cc1ccc(-c2ccccc2)cc1 (stereo unspecified)	x	1.5	25.9	x	23.3	1.7	x	-4.0	x	x
56	Cc1[nH]c(=O)[nH]c(=O)c1Sc1ccccc1[N+](=O)[O-]	-2.7	-5.8	-13.5	-6.1	13.7	-9.1	35.0	i	5.0	-0.8
57	O=S(=O)(NCC1(N2CCOCC2)CCCCC1)c1ccccc1Cl	x	0.5	-3.5	3.0	6.7	3.8	x	i	-0.6	-1.2
58	CCOC(=O)C(=CNc1cc(C)nn1-c1ccc(Cl)cc1)C(=O)OCC	0.9	x	-4.0	3.0	5.7	0.8	28.3	i	4.7	0.8
59	CCOC(=O)c1cc(-c2cccnc2)nn1-c1ccccc1C	5.0	0.9	-11.0	-2.9	-10.6	-1.1	10.6	i	-4.7	-3.8
